# p-CIP stab down: lowers stability of the mouse p/CIP coactivator protein | Q05BA5 | decrease of EGFP signal, % at 10 µM | hit rate 0.01% among 290,000 | AID 1984 | F442A p/CIP-EGFP cells, EGFP fluorescence, 16 h;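 active = EGFP signal decrease of at least 30% at 10 µM or well 3 SD below plate mean, unless failing retest; inactive = the rest, including hits failing retest or dose response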; note: some compounds called inactive have numbers as strong as hits; many of its hits are not listed in these tables
# DNA FID counter: counter-screen for HCV NS3 helicase inhibitors: DNA intercalator displacement; DNA fluorescent intercalator displacement, fluorescence; inhibition, % at 7.9 µM; hit rate 0.17% among 290,000; AID 1845; in the data active = inhibition above about 37%;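 note: 0% = vehicle and 100% = reference compound; higher means more ethidium bromide displaced from hairpin DNA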
# PfM18AAP inh: blocks P. falciparum M18 aspartyl aminopeptidase | recombinant PfM18AAP, H-Glu-NHMec fluorogenic cleavage | inhibition, % at 7.35 µM | hit rate 1.2% among 290,000 | AID 1822;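 active = inhibition above the campaign mean inhibition over all tested compounds plus 3 SD, cut at about 28% in these data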;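 note: 0% = plate median of test compound wells and 100% = 2 mM ZnCl2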
# IMP-1 inhibitor: blocks Pseudomonas aeruginosa IMP-1 metallo-beta-lactamase | purified IMP-1, nitrocefin hydrolysis, epi-absorbance fluorescence | inhibition, % at 5.6 µM | hit rate 0.45% among 290,000 | AID 1556;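 active = inhibition above the mean plus 3 SD of all compounds in the same screening run, cut at about 4.5% in these data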;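 note: 0% = IMP-1 with DMSO and 100% = DMSO wells lacking enzyme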
#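 assay system = purified recombinant IMP-1 metallo-beta-lactamase enzyme | schedule = 15 min preincubation plus 25 min reaction at 25 °C | signal = Epi-absorbance fluorescence, 480 nm excitation, 530 nm emission | read-out basis = percent inhibition from optical density relative to buffer-blank wells | controls = IMP-1 with DMSO as 0%, enzyme-free DMSO as 100%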
# SUMO HTRF inh: blocks human SUMOylation mediated by UBC9; AID 2006; P63279; hit rate 0.36% among 290,000; HTRF SUMOylation assay, SAE1/SAE2 + UBC9, in vitro; inhibition, % at 35 µM; in the data active = inhibition above about 50%, passing the limit was not always enough; note: strong numbers were not always called active
# IDE inh: cellular human IDE inhibition | HEK cells, FAbetaB cleavage, fluorescence polarization | inhibition, % at 5.59 µM | hit rate 0.41% among 320,000 | AID 434962;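 active = percent inhibition above the average of all tested compounds plus 3 SD, set per screening campaign, cut at about 16% in these data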;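 note: IDE supplied by intact live HEK cells; FP after avidin binding of uncleaved biotin substrate so inhibition keeps polarization high; 0% = DMSO wells and 100% = 60 µM reference IDE inhibitor Ii1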
# IDE act: activators of human insulin-degrading enzyme in cells | HEK cells, FAbeta-B cleavage, fluorescence polarization; 0% vehicle, 100% cell-free pure enzyme wells | hit rate 0.073% among 340,000 | activation, % at 5.96 µM | AID 493087;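 active = activation above the mean of all tested compounds plus 3 SD, set per screening campaign, cut at about 17% in these data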
# NS3 helicase inh: HCV NS3 helicase inhibition; hit rate 0.56% among 290,000; inhibition, % at 10.9 µM; AID 1800; NS3 helicase DNA unwinding, Cy5 molecular beacon fluorescence;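 active = inhibition above the mean of all tested compounds plus 3 SD, set per campaign, cut at about 35% in these data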;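 note: 0% = DMSO wells and 100% = thioflavine S control wells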
#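 System: NS3 helicase fragment of HCV / Schedule: 1 h at 25 °C / Control set: DMSO alone as 0% and 110 µM thioflavine S as 100% / Reagent: Cy5/quencher beacon DNA duplex and ATP to start / Technique: Cy5 fluorescence / Replication: singlicate / Evaluation: % inhibition of end-to-start signal ratio versus controls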
# VIM-2 inhibitor: inhibitors of Pseudomonas aeruginosa VIM-2 metallo-beta-lactamase; purified VIM-2, nitrocefin hydrolysis, epi-absorbance fluorescence; inhibition, % at 5.6 µM; hit rate 0.89% among 290,000; AID 1527;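 active = inhibition above the mean of all tested compounds plus 3 SD, cutoff set per screening run, cut at about 7.5% in these data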;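 note: red hydrolysis product quenches plate fluorescence so inhibitors raise well fluorescence; 0% = enzyme with DMSO and 100% = DMSO without enzyme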
# Active calls of the source: *; . = not tested or not shown.
# The line under a structure holds: DNA FID counter, SUMO HTRF inh, PfM18AAP inh, p-CIP stab down, IMP-1 inhibitor, IDE inh, VIM-2 inhibitor, NS3 helicase inh, IDE act
CCOC(=O)CC(NC(=O)c1cc2cccc(OC)c2oc1=O)c1cccc([N+](=O)[O-])c1 (stereo not given)
  -1, 13, -7, 1, -4.0, 4, -2.1, -10, 1
Cc1noc(/C=C/N(C)C)c1S(=O)(=O)N1CCCC(C(=O)NCc2cccs2)C1 (stereo not given)
  -25, -8, -2, 2, -5.1, 1, -0.3, 27, 0
O=C(NC1(C(F)(F)F)N=C(c2ccccc2)NC1=O)c1ccccc1F (stereo not given)
  0, 8, -11, -3, -0.5, 4, -0.8, 9, 3
NC(=O)C1CCN(C(=S)NCc2ccc3c(c2)OCO3)CC1
  13, 3, -5, -13, -4.1, -3, -3.1, 0, -1
CC(=O)N(c1cccc(C)c1)S(=O)(=O)c1ccc(Cl)cc1
  -11, 4, 2, -2, -3.5, -3, -2.5, 1, -1
O=S1(=O)N=C(N/N=C/c2cccs2)c2ccccc21
  -1, -9, 2, -6, -3.2, 8, -1.8, 29, 2
O=C(Nc1cccnc1)c1ccc(NC(=O)c2ccco2)cc1
  -4, 20, 7, -16, -3.0, -6, -1.4, 1, -2
Cc1ccc(Nc2nc(N)c([N+](=O)[O-])c(NCc3ccccc3)n2)cc1
  -5, 6, 1, -1, -2.7, 4, -2.1, -90, .
O=C(c1ccc(F)cc1)N1C2CCC1CC(O)(c1ccccc1F)C2 (stereo not given)
  -4, 29, -2, -17, -1.6, -1, -3.0, -4, -3
COC(=O)CNc1nc(-c2cccnc2)nc2ccccc12
  -5, 2, -3, -17, -4.7, 2, -1.9, 6, -4
Cc1ccc(-c2nnc(Nc3ccc(CC(N)=O)cc3)c3ccccc23)cc1S(=O)(=O)NCCO
  -34, 15, 8, -27, -1.9, -1, -1.2, 2, 5
COc1ccc(-c2nc(CS(=O)CC(=O)NCc3ccco3)c(C)o2)cc1OC (stereo not given)
  -19, -1, 5, -1, -2.9, -2, -4.4, 16, -3
COc1ccc(N2CCN(C(c3ccccc3OC)c3nnnn3C3CCCC3)CC2)cc1 (stereo not given)
  -19, 5, 5, 3, -2.5, ., -2.2, 2, 3
CCOC(=O)N1CCN(C(=O)CCSc2ccc(Cl)cc2)CC1
  -34, 9, -1, -2, -3.6, 3, -1.5, 4, -1
CCOC(=O)C1CCN(C(=O)C2CCN(S(=O)(=O)N3CCC4(CC3)OCCO4)CC2)CC1
  -30, -27, -1, 14, -1.5, -1, -1.9, 10, 5
COC1CCCN(Cc2nc(Cc3ccccc3F)no2)C1 (stereo not given)
  -4, 10, -8, -4, -2.4, -5, -4.5, -1, -1
Cc1cc(OC(C(=O)O)c2ccccc2)c2c(C)c(Cc3ccccc3)c(=O)oc2c1 (stereo not given)
  -13, 51*, -7, -12, -0.2, -4, -1.0, -1, 0
Cc1c(C)c2ccc(O)c(CN3CCN(C)CC3)c2oc1=O
  -1, 43, 1, 2, -4.4, ., 1.1, -9, -1
Cn1c(N2CCOCC2)nc2c1c(=O)n(Cc1ccc(Cl)cc1)c(=O)n2C
  -12, ., 3, ., -0.8, 3, -0.6, 1, 2
O=S(=O)(Nc1ccc(N2CCCCC2)cc1)c1ccc(F)c(F)c1
  -12, -6, 10, 1, -4.2, 6, 0.5, -4, 1
CCN(CC)C(=O)COc1ccc2c(-c3ccccc3)cc(=O)oc2c1
  -18, 14, -11, 2, -1.8, 1, -3.2, 0, 3
O=C(c1ccc(NS(=O)(=O)c2cccc(F)c2)cc1)N1CCCC1
  -14, 15, -1, 4, -2.3, 9, -3.6, 8, 4
COCCOc1ccc(C(F)(F)F)cc1NC(=O)c1ccccc1F
  -1, 8, 5, 3, -3.5, 1, -2.3, -2, -1
Cc1ccn2cc(CCNC(=O)Cc3cccs3)nc2c1
  3, 10, 2, -6, -3.0, -1, -2.0, -2, -3
CC(=O)C1C(c2ccc(F)cc2)NC(=O)NC1(O)C(F)(F)F (stereo not given)
  0, -10, -7, 3, -0.3, 0, -1.2, -2, -2
COc1ccc(-n2c(=O)cc(N3CC(C)OC(C)C3)[nH]c2=O)cc1 (stereo not given)
  -7, 12, 7, -10, 0.9, 0, -4.5, 4, 4
CC(C)c1ccc(CNNC(=O)c2ccccc2)cc1
  -17, -8, 8, 4, -1.0, 2, -1.0, 2, 4
O=C(CNC(=O)c1ccccc1O)N/N=C/c1ccccn1
  -8, 0, 15, -42, -4.6, 2, -4.4, 10, -4
Cc1ccc(NCc2nnc(SCC(=O)OC3CCCCC3)o2)c(C)c1
  -21, 16, 13, 12, -0.4, 0, 1.7, -4, 5
Cc1c(C(=O)O)sc2ncn(C)c(=O)c12
  6, -3, 1, 2, -6.1, 4, -3.6, 0, -3
O=S(=O)(c1ccccc1)c1nc(-c2ccco2)oc1NCCN1CCOCC1
  1, -5, -3, -6, -1.5, 1, -2.9, 10, -3
O=C1CC(c2cc(-c3ccccc3)no2)C1
  -4, -5, 3, 3, -3.2, 4, -2.2, -19, 4
C=CCn1c(C)cc(C2=NNC(=NCC)SC2)c1C
  -6, 6, 13, 0, -3.5, 2, -2.7, 0, 0
CC(=O)Nc1ccc(N2CCN(Cc3ccccc3)CC2)cc1
  -9, 6, 3, -2, -1.9, -2, -0.4, -8, 5
CC(C)CN1CN(S(=O)(=O)c2cccs2)c2nc3ccccc3nc21
  0, 1, 0, 10, -3.7, ., -2.5, 1, .
COC(=O)COc1ccc(S(=O)(=O)Nc2ccc(NC(C)=O)cc2)cc1C
  -4, 10, -2, -18, -1.4, 0, -2.9, 0, 9
O=C(CN1CCC(c2nc3ccccc3s2)CC1)NCc1ccccc1
  -10, 6, -10, 3, 1.0, 1, -0.8, -5, -2
COc1cccc(Nc2ncnc3c2cnn3C)c1
  -2, -2, -3, 7, -2.5, 5, -1.1, -12, -10
CCOC(=O)c1csc(NC(=O)c2cccs2)n1
  -6, 13, -2, -9, -2.5, -1, -0.5, -5, 7
O=S(=O)(c1ccccc1)N(CC(O)CN1CCCC1)c1ccccc1 (stereo not given)
  4, -2, 4, -25, -2.8, 3, -2.0, 2, 1
Nc1ccc(N2CCN(C(=O)c3ccco3)CC2)cc1
  -5, -6, 4, 2, -2.8, -1, -1.8, 9, -4
O=C(COc1ccc2c3c(c(=O)oc2c1)CCCC3)N1CCN(c2ccccc2)CC1
  -36, 0, 2, -7, -3.9, 13, 3.3, 5, -11
Cc1ccc(OCc2ccc(C(=O)NNC(=S)NCC3CCCO3)o2)c([N+](=O)[O-])c1 (stereo not given)
  -19, -24, 3, -3, -1.4, -2, -0.3, 4, 5
CCOc1ccc(CCNC(=O)COC(=O)/C=C/c2ccc(OCC#N)c(OC)c2)cc1OCC
  -30, 8, -3, 4, -3.0, 5, -5.0, -2, -3
CCOc1ccc(/C=N/NC(=O)CCC(=O)Nc2ccc(F)cc2)cc1
  -17, -20, -3, 5, -2.8, 2, -1.0, 4, 1
C/C(=N/NC(=O)c1ccc(C)s1)c1cccnc1
  -19, 11, -9, -14, -3.6, ., -1.4, 1, 8
CCCn1c(N)c(N(C)C)c(=O)n(CC(=O)Nc2ccc(OC(F)(F)F)cc2)c1=O
  -6, 3, -8, -4, -4.5, 5, -2.4, 3, 0
CC(C)c1[nH]nc2c1C1(CCN(Cc3ccccc3)CC1)C(C#N)=C(N)O2
  -4, -5, 5, -24, -3.4, 4, 2.6, 0, 0
C/C(=N/OC(=O)c1ccc(C(F)(F)F)cc1)c1oc(C)nc1C
  -16, 0, 2, 12, -3.1, 5, -4.4, -7, -5
Cn1c(N)c(C(=O)CSc2ccccn2)c(=O)n(C)c1=O
  -6, -3, -9, 0, -4.0, 2, -1.5, 7, -5
CC1(C)CC(c2csc(N)n2)CCO1 (stereo not given)
  0, 6, -6, 13, -4.7, 3, -1.8, 6, 3
Cc1ccn(Cc2n[nH]c(=S)n2Cc2ccccc2)n1
  -8, 10, 5, 6, -2.6, -2, -3.3, 0, 3
COc1ccc(N(CC(O)CN2CCOCC2)S(=O)(=O)c2ccc(C)cc2)cc1 (stereo not given)
  -4, -6, -4, -6, -1.3, 1, -0.4, -5, 1
COc1ccccc1-c1c(C(F)(F)F)oc2cc(OC(=O)c3ccccc3[N+](=O)[O-])ccc2c1=O
  -2, 10, 4, -10, -5.0, 9, -2.8, 2, -12
Cc1nn(-c2ccc(F)cc2)c2c1cc(C#N)c1nc3ccccc3n12
  2, 20, 1, -13, -3.7, -3, -4.9, 6, -6
CS(=O)(=O)Nc1ccc(C2=NN(C(=O)c3ccco3)C(c3ccco3)C2)cc1 (stereo not given)
  -23, 9, 23, 6, -3.2, ., 4.5, -4, 6
O=C1NN(c2ccc(F)cc2)C(=O)/C1=C\C=C\c1ccco1
  -9, 23, -1, -2, -0.3, -1, -1.3, 34, 5
COC(=O)[C@@H]1[C@@H](C)OC(=O)N[C@H]1c1ccccc1
  -3, -11, -8, -6, -3.7, -4, -0.9, -5, -5
COc1ccccc1NC(=O)Nc1ccnn1C1CCN(C(=O)c2ccccn2)CC1
  -12, -1, 6, 5, -2.5, 0, -4.0, -1, 0
COc1ccc(C(=O)CCNc2ccc3c(c2)OCCO3)cc1
  0, -4, 5, -14, -2.0, 7, 1.2, -8, 2

# Further compounds.
# The line under a structure holds: DNA FID counter, SUMO HTRF inh, PfM18AAP inh, p-CIP stab down, IMP-1 inhibitor, IDE inh, VIM-2 inhibitor, NS3 helicase inh, IDE act
O=C1COc2ccc(C(=O)c3ccccc3)cc2CN1
  -4, 4, 2, -15, -0.4, 3, -2.2, -1, 1
COC(=O)N/N=C/c1cn(CCCOc2ccc(C)cc2)c2ccccc12
  -19, -28, -2, -2, -1.5, 2, -3.8, 4, 3
Cc1sc2nc(CN(Cc3cccs3)C(=O)C3CC3)[nH]c(=O)c2c1C
  -29, 22, -1, -7, -2.8, 4, -2.2, 8, 4
CC1CCCC(NC(=O)Nc2cccs2)C1C (stereo not given)
  -12, 25, 10, -3, -2.8, -1, -5.3, 9, 2
COc1ccc(CNC(=O)CSc2nc3ccc(N)cc3s2)cc1
  -2, -2, 2, -3, -4.9, -5, -0.6, -6, 3
CC(=O)N1CCN(CC(=O)Nc2ccccc2Sc2ccccc2)CC1
  -43, 17, 5, -4, -2.3, -3, 1.0, 1, 6
Cc1c2c(nc3ccccc13)CC(C)(C)CC2=O
  -2, 10, -2, 11, -3.7, 3, -2.9, -5, -1
CC(C)C(=O)N=C1SC2CS(=O)(=O)CC2N1Cc1ccc(Cl)cc1 (stereo not given)
  -5, -9, -1, -1, -5.7, 5, -1.4, -6, 5
CCCn1cnc2c(c1=O)c1nc3ccccc3nc1n2CCc1ccccc1
  -5, 22, -2, -10, -3.5, 4, -3.0, 1, 3
CCN(CC(=O)N1CCN(Cc2ccccc2)CC1)S(=O)(=O)c1ccccc1
  -18, -6, -1, 2, -1.9, -3, 0.1, 5, 5
CCOC(=O)c1c(C)c(C(=O)NCc2ccccn2)c(C)n1CC
  -9, -4, -14, 0, -1.0, -3, 1.1, 4, 5
COc1ccc(-n2c(C)nn(C)c2=O)c(OC)c1
  -1, -4, -8, -1, -0.4, -1, -2.1, 0, 0
